697 NFkB inh = inhibitors of the PMA/ionomycin-induced NF-kB reporter in 697 B cells; 0.33% of 330,000 active; inhibition, % at 4 µM; AID 435022; 697 B-cell NF-kB luciferase reporter, 16 h; in the data active = inhibition above about 35%
EBI2 block = antagonists of human EBI2 receptor. P32249. inhibition, % at 5 µM. EBI2 beta-arrestin recruitment, luminescence, 7a,25-OHC stimulated. 0.81% of 360,000 active; in the data active = inhibition above about 38%;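 also: enzyme fragment complementation signal reports receptor beta-arrestin coupling in cells; 0% = agonist plus DMSO wells and 100% = wells without agonist; some results beyond the cut were filed as inactive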
CCR6 antag = CCR6 (human) receptor antagonism; inhibition, % at 20 µM; 0.49% of 340,000 active; CHO-K1 CCR6 PathHunter beta-arrestin, luminescence, CCL20-stimulated; P51684;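 active = compounds whose inhibition of the agonist-driven luminescence signal at 20 µM reaches about 50%, limit read from the data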;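 also: cells stimulated with CCL20 at 14 nM final; plate controls were DMSO with CCL20 for no effect and DMSO without agonist for full effect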
Target sequence (P51684 whole entry, looked up): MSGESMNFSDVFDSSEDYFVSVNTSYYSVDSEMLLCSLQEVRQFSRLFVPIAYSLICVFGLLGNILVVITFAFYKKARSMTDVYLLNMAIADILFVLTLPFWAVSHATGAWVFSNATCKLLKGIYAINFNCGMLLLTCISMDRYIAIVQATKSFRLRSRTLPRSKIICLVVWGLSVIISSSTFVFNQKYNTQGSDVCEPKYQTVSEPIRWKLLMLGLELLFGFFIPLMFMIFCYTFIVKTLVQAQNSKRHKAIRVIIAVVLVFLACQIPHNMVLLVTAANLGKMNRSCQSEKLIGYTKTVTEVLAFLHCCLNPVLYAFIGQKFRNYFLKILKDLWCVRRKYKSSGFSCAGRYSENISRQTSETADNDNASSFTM
SENP8 block = inhibitors of human SENP8 protease; Q96LD8; 1.2% of 330,000 active; purified SENP8, Z-RLRGG-aminoluciferin cleavage, luminescence; inhibition, % at 10 µM
Target sequence (Q96LD8 whole entry, looked up): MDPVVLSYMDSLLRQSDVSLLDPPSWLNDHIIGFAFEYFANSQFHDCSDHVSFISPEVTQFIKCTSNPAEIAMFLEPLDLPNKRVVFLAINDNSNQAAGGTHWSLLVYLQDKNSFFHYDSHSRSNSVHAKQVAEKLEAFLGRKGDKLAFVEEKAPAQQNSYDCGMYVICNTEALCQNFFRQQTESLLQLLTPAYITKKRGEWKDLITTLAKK
Jurkat NFkB inh = lowers PMA/ionomycin-induced NF-kB signal in Jurkat cells. 0.53% of 330,000 active. inhibition, % at 4 µM. AID 435003. PMA/ionomycin-induced NF-kB luciferase reporter, luminescence
UBC13 inh = blocks human UBC13 polyubiquitin chain formation; inhibition, % at 20 µM; TR-FRET; 0.47% of 330,000 active; P61088; in the data active = inhibition above about 45%, passing the limit was not always enough
Target sequence (P61088 whole entry, looked up): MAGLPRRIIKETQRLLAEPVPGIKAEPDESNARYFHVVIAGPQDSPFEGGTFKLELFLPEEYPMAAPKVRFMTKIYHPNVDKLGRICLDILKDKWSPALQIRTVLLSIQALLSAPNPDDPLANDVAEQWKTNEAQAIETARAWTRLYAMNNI
Apaf1 inhib = inhibitors of human Apaf-1 apoptosome; 0.71% of 330,000 active; inhibition, % at 20 µM; reconstituted apoptosome caspase-3 activity, DEVD-Rh110 fluorescence; O14727; active = inhibition of at least 40% at 20 µM;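 also: plate controls were DMSO wells for no effect and DEVD-CHO caspase inhibitor wells for full effect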
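detection = Rh110 fluorescence intensity | test system = biochemical Apaf-1 apoptosome reconstitution | also added = cytochrome c and DEVD-Rh110 substrate | schedule = 30 min plus 50 min, RT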
Gli-Sufu antag = blocks Gli-Sufu signaling in a luciferase reporter; Sufu-KO-LIGHT fibroblasts, Gli luciferase reporter luminescence; inhibition, % at 5 µM; 0.74% of 340,000 active; AID 588413;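 active = inhibition above about 55%, limit read from the data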;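 also: 0% = DMSO-treated cells and 100% = wells with medium but no cells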
Active calls of the source: *; . = not tested or not shown. Rule as the data show it, unless noted: active = inhibition above about 50%; inactive = the rest.

#	molecule	697 NFkB inh	EBI2 block	CCR6 antag	SENP8 block	Jurkat NFkB inh	UBC13 inh	Apaf1 inhib	Gli-Sufu antag
1	C[C@]12c3[nH]c4ccc(Cl)cc4c3CCN1C(=O)[C@@H](CC(=O)NCC13CC4CC(CC(C4)C1)C3)C[C@@H]2C(=O)N1CCCCC1	14	14	2	.	.	.	29	5
2	CCOC(=O)c1sc2nc(C(C)C)c3c(c2c1N)CCC3	-18	13	4	-10	-15	3	6	-6
3	O=C(c1ccc2nc(-c3ccccc3)c(-c3ccccc3)nc2c1)N1CCCCC1	1	14	14	6	9	13	21	0
4	CN1CCN(C(=O)CCC(=O)O)CC1	13	-18	1	4	10	0	-27	-2
5	Cc1cc(Cl)ccc1NC(=S)N(CCCN1CCOCC1)Cc1cccs1	-11	9	-20	-3	6	4	7	7
6	COc1ccc(NC(=O)COC(=O)c2ccc3c(c2)OCO3)c(OC)c1	15	5	16	4	16	11	-5	-18
7	CC1CCN(S(=O)(=O)N2CCC(C(=O)NCc3cccs3)CC2)CC1	28	-2	14	-7	-5	-3	-5	17
8	Cc1ccc(C(=O)NCCc2nnc3ccc(SCC(=O)Nc4ccccc4C)nn23)cc1	-3	-8	5	10	7	7	-4	0
9	CCOC(=O)Cn1ccc(NC(=O)c2ccc(F)cc2)n1	-3	-3	5	4	12	8	-4	5
10	NC(=O)c1ccccc1NCC(=O)c1ccc(Cl)cc1	-6	16	105*	-21	5	23	2	4
11	O=C(O)CCC(=O)Nc1ccc(C(=O)OCC(=O)c2ccc(Cl)cc2Cl)cc1	19	2	21	-2	-3	-1	2	-2
12	COc1cccc(NS(=O)(=O)c2ccc3[nH]cc(C(=O)N(C)Cc4ccco4)c(=O)c3c2)c1	-1	-8	1	-1	-5	3	5	5
13	CSc1nnc(-c2ccccc2SC)o1	17	-4	8	-4	18	8	3	-6
14	Cc1ccc(NC(=O)CO/N=C(\N)c2ccccc2)cc1C	7	1	4	-4	9	16	1	10
15	C[C@@H](NC(=O)c1nc[nH]c1C(=O)NCc1ccc(CNC(=O)OC(C)(C)C)cc1)c1ccccc1	-5	-3	14	-3	-13	-22	23	3
16	CCOc1ccccc1C(=O)Nc1cc(=O)n(C)c(=O)n1C	1	1	5	-9	-14	-3	-1	-15
17	CC(C)CN(C(=O)COC(=O)c1ccc(Br)o1)c1c(N)n(Cc2ccccc2)c(=O)[nH]c1=O	22	-8	8	3	20	0	-2	1
18	OCCC1CN(Cc2cccn2-c2ncccn2)CCN1Cc1ccc(F)cc1 (stereo unspecified)	6	-2	-1	-1	-2	-16	-9	-7
19	COc1ccc(NC(=O)Nc2ccc(N3CCCC3=O)cc2)cc1OC	0	-9	-10	-6	7	0	-2	0
20	O=C(CN1CCOc2ccccc21)NC1CCN(Cc2ccccc2)CC1	10	2	-4	2	22	5	-8	-11
21	Cc1c(C)c2cccnc2c2ncccc12	-65	-5	-17	3	78*	-24	24	92*
22	CC1CN(C(=S)Nc2ccccc2)CC(C)O1 (stereo unspecified)	-19	-15	15	3	-8	-10	5	7
23	O=C(NCCCN1CCCC1=O)c1cc(-c2ccc3c(c2)OCO3)nc2ccccc12	-4	-3	5	-4	5	-3	-2	-4
24	O=C(N/N=C/c1ccc(-c2ccccc2[N+](=O)[O-])o1)c1cncc(Br)c1	16	-1	23	26	21	-56	81*	1
25	CN1C(C(=O)NCCc2cccs2)CC2Cn3c(nc4cc(Cl)c(Cl)cc43)C21 (stereo unspecified)	9	-5	5	2	4	9	0	12
26	C=CCn1c(CCCNC(=O)CCC)nc2ccccc21	3	-1	-2	-1	7	2	-14	.
27	Cc1cccc(NC(=O)COC(=O)CNC(=O)C2CCCCC2)c1	-6	-1	-4	0	-1	7	-5	4
28	O=C(Nc1ccc(NC(=O)c2cccs2)cc1)c1ccc2ccccc2c1	-6	2	13	-12	-8	-1	9	12
29	Cc1ccc[n+](CC(=O)c2ccc(Br)cc2)c1C	-5	10	3	-11	-7	-7	12	0
30	Cc1nc(NC(=O)COC(=O)/C=C/c2ccco2)c(Cl)cc1Cl	19	-7	5	6	-11	-9	0	3

Another view of part of the listing above:
Below each SMILES: 697 NFkB inh | EBI2 block | CCR6 antag | SENP8 block | Jurkat NFkB inh | UBC13 inh | Apaf1 inhib | Gli-Sufu antag
#25 CN1C(C(=O)NCCc2cccs2)CC2Cn3c(nc4cc(Cl)c(Cl)cc43)C21 (stereo unspecified)
  9 | -5 | 5 | 2 | 4 | 9 | 0 | 12
#26 C=CCn1c(CCCNC(=O)CCC)nc2ccccc21
  3 | -1 | -2 | -1 | 7 | 2 | -14 | .
#27 Cc1cccc(NC(=O)COC(=O)CNC(=O)C2CCCCC2)c1
  -6 | -1 | -4 | 0 | -1 | 7 | -5 | 4
#28 O=C(Nc1ccc(NC(=O)c2cccs2)cc1)c1ccc2ccccc2c1
  -6 | 2 | 13 | -12 | -8 | -1 | 9 | 12
#29 Cc1ccc[n+](CC(=O)c2ccc(Br)cc2)c1C
  -5 | 10 | 3 | -11 | -7 | -7 | 12 | 0
#30 Cc1nc(NC(=O)COC(=O)/C=C/c2ccco2)c(Cl)cc1Cl
  19 | -7 | 5 | 6 | -11 | -9 | 0 | 3

Other results:
#	molecule	697 NFkB inh	EBI2 block	CCR6 antag	SENP8 block	Jurkat NFkB inh	UBC13 inh	Apaf1 inhib	Gli-Sufu antag
31	O=C(Nc1ccccc1Br)C1CCN(S(=O)(=O)c2cccs2)CC1	8	15	12	-1	5	9	3	-2
32	CCOC(=O)/C(C#N)=C/c1c(N2CCN(c3ccc(OC)cc3)CC2)nc2c(C)cccn2c1=O	23	22	18	2	1	-9	19	12
33	COC(=O)C1=C(C)OC(N)=C(C#N)C1c1c(C)nn(-c2ccccc2)c1Cl (stereo unspecified)	4	4	-1	-3	0	8	9	8
34	CSc1nc2c(c(=O)[nH]c(=O)n2C)n1CCCc1ccccc1	-4	-4	4	-13	4	-3	2	11
35	O=C(CNCC1CCCO1)Nc1ccc(N2CCCCCC2)cc1 (stereo unspecified)	18	-14	-7	-4	1	10	-18	3
36	O=C(NC1CCCCCC1)c1ccc2nc3cc(Cl)ccc3c(=O)n2c1	20	-5	11	5	-10	14	-9	19
37	CCc1ccccc1N/C(=N\S(=O)(=O)c1ccccc1)C(F)(F)F	4	-7	2	2	-5	-3	-6	-13
38	CC1(NC(=O)Cc2csc(-c3cccc(Cl)c3)n2)CCS(=O)(=O)C1 (stereo unspecified)	12	-5	6	-7	2	4	-7	1
39	CCOC(=O)N1CCN(C(=O)c2ccc(Cl)nc2)CC1	23	13	-1	-1	2	12	-26	-4
40	Cc1nc(-c2ccc([N+](=O)[O-])cc2)sc1C(=O)O	-17	-3	-9	92*	-11	-11	-2	-9
41	O=C(Nc1ccc(-c2nc3ncccc3o2)cc1)c1ccc([N+](=O)[O-])o1	-45	-8	-5	-5	40	-5	6	-27
42	Cc1ccc(S(=O)(=O)C/N=C(/NC(=S)N(c2ccccc2)c2ccccc2)c2ccccc2)cc1	-14	6	0	-4	-1	-6	-6	2
43	N#CC1=C(N2CCCCC2)c2cc3c(n2C1=O)CCCC3	-3	-1	13	1	13	-12	19	15
44	CCc1occc(=O)c1Oc1cc(NN2CCCCC2)c([N+](=O)[O-])cc1[N+](=O)[O-]	15	6	10	-10	3	-13	1	9
45	N#C/C(=C\c1ccccc1)C(=O)NNS(=O)(=O)c1cccc([N+](=O)[O-])c1	-14	-1	8	2	-14	-16	3	0
46	COc1ccc(NC(=O)CSc2nnc(NC(=O)c3ccco3)s2)cc1OC	-11	-2	5	-7	-13	-1	-2	-4
47	CCCCCCCCCCCCCCCC(=O)NCCO	6	4	5	5	2	1	-3	-31
48	CCCCCn1c(=O)c2ccccc2n2c(=S)[nH]nc12	4	4	6	32	10	2	8	8
49	COc1ccc(C2Nc3ccccc3NC3=C2C(=O)CC(C)(C)C3)cc1O (stereo unspecified)	-4	-5	7	-3	-9	-4	6	-8
50	Cc1ccc(N(CC(=O)Nc2cc(Cl)ccc2Oc2ccccc2)S(C)(=O)=O)c(C)c1	-13	32	25	-3	-12	-5	10	2
51	Cn1c(=NC(=O)CSCC(=O)N2CCOCC2)sc2ccccc21	-28	-4	-9	1	-4	-9	8	1
52	CN(C)c1cnn(-c2ccccc2)c(=O)c1Cl	-29	-7	11	-3	-6	-7	-10	-13
53	COC(=O)c1ccc(-c2nn(C)c(=O)c3ccccc23)cc1	9	-2	8	-8	1	-3	1	21
54	CC(=O)N1CCC(N(CCN2CCOCC2)C(=S)Nc2cc(C)cc(C)c2)CC1	1	4	-1	3	11	-3	-19	-5
55	COc1ccc(OCC(=O)N2CCCC(CO)(CCOc3ccccc3)C2)cc1 (stereo unspecified)	-7	7	13	-7	16	5	-2	13
56	CC(C)(C)C(=O)/C=c1\[nH]c(=O)/c(=C\c2ccc(C#N)cc2)s1	1	7	32	-5	-3	-19	16	-3
57	Nc1c(NCCc2ccccc2)c2ccccc2oc1=O	7	3	20	-13	-26	-5	12	-12
58	CC(Oc1ccc(Cl)cc1)c1ccnn1S(=O)(=O)c1ccc(Cl)cc1 (stereo unspecified)	-34	24	22	3	-3	-8	20	7
59	O=C(CCn1c(=O)oc2ccccc21)NCc1ccco1	21	0	-7	5	3	5	-4	-5
60	Cc1ccc2nc(-c3ccc(NC(=O)C(C)N4C(=O)c5ccccc5C4=O)cc3)sc2c1 (stereo unspecified)	-105	20	20	8	-88	-6	4	-91
61	O=S(=O)(NCCCN1CCOCC1)c1ccc2c(c1)OCCO2	4	-6	-3	-11	-16	-5	0	5
62	C=CCOC(=O)C1C(=O)CC(C)(O)C(C(=O)OCC=C)C1c1ccc(OC)cc1 (stereo unspecified)	14	-1	-10	-6	-1	-6	-8	3
63	Cc1ccccc1-c1nc(CN2CCCC2c2ccc(F)cc2)c(C)o1 (stereo unspecified)	20	8	13	1	-4	2	18	15
64	CCOc1cccc(CNCCO)c1OCc1ccc(Cl)cc1Cl	-14	-4	6	-4	4	15	13	6
65	COc1ccc(C2(CNC(=O)c3ccccc3)CCOCC2)cc1	9	7	2	-4	6	5	-14	-7
66	COc1ccc(-c2c(C#N)c(N)n(N)c(=O)c2C#N)cc1Cl	-5	-4	4	-5	-7	5	4	8
67	O=C1CCCCCC1C1(O)C(=O)Nc2ccc(Br)cc21 (stereo unspecified)	18	1	-10	-2	21	-2	3	4
68	COCCN(Cc1ccccc1)C(=O)C1CCN(S(=O)(=O)c2ccc(OC)c(OC)c2)CC1	-9	11	6	1	-8	-6	-5	0
69	Cc1ccc(C(N)=S)c(C)c1	-24	-13	-9	3	-14	-1	-3	2
70	NC(=O)c1cc(-c2ccccc2)nc(N2CCOCC2)n1	28	-4	-10	-4	-14	5	5	5
71	COc1cc(-c2cc(-c3ccc(F)cc3)nc(N)c2C#N)ccc1O	0	36	-5	0	14	9	9	18
72	Cc1nc(N2N=C(c3ccc(Cl)cc3)CC2c2ccco2)sc1C(=O)N(C)C (stereo unspecified)	-87	11	-2	4	-42	15	15	-26
73	COCCSc1nnc(NC(=O)c2ccc3c(c2)OCO3)s1	-3	-2	-4	-3	-26	7	-5	-22
74	O=C(O)c1ccc(/C=N/NC(=O)c2ccc3c(c2)OCCO3)cc1	-25	-2	-6	-3	-4	-14	10	14
75	COC(=O)c1c(C)[nH]c(C(=O)C(C)OC(=O)C2CC(=O)N(c3ccc(C)cc3)C2)c1C (stereo unspecified)	-57	-19	3	-8	-29	-6	29	-1
76	CCS(=O)(=O)Nc1ccc(C2=NN(S(=O)(=O)c3ccc(F)cc3)C(c3ccco3)C2)cc1 (stereo unspecified)	10	-4	8	7	18	7	-14	1
77	CN(C)CC1CCCCC1OC(=O)c1ccc(S(=O)(=O)N(C)c2ccccc2)cc1 (stereo unspecified)	3	-13	3	-2	1	16	10	27
78	C#CCSc1nnc(-c2sc3ccccc3c2Cl)o1	-68	-2	-6	0	-65	0	11	-79
79	COCCNC(=S)N1CCN(c2nc(-c3cccc(OC)c3)cs2)CC1	-5	-2	7	6	-5	8	2	6
80	O=C(CN1CCCC1)Nc1ccc(F)c(Cl)c1	-11	-1	9	-6	-11	2	-3	8
81	CCC(C)C(NC(N)=O)C(=O)Nc1ccc(OCc2ccccc2)cc1 (stereo unspecified)	14	1	7	2	-6	-1	-33	-18

A portion of the library; the hit share may differ from the screen's.
